D1 antag: Antagonist of Human D 1 Dopamine Receptor: qHTS; D(1A) dopamine receptor (Homo sapiens), P21728; HEK293 TREx D1 cells, calcium flux, dopamine EC80; active compounds read low; activity change, negative = inhibition, % at 10 µM; 3.2% of 360,000 active; AID 504652, 2011; in the data active means activity change below about -30%; further: on the % scale 0 is the no-effect control and ±100 the full control effect
Target sequence (P21728 whole entry, looked up): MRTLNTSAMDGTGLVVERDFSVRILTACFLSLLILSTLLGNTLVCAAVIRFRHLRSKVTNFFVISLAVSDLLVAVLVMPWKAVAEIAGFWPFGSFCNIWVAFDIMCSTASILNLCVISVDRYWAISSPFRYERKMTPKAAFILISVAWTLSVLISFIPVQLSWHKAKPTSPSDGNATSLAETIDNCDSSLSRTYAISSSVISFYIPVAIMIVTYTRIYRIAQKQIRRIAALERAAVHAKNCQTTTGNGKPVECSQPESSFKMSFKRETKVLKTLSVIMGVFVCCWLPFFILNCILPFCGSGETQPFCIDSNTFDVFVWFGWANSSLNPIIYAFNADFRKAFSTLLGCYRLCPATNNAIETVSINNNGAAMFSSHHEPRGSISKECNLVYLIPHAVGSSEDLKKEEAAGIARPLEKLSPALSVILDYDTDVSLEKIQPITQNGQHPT
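Tetracycline-induced HEK293 Trex D1 cells, force-coupled to calcium, dye-loaded; compounds added and read 180 s, then EC80 dopamine added and calcium flux tracked kinetically another 180 s.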
D1 ag: Allosteric Agonists of the Human D1 Dopamine Receptor: qHTS | HEK293 T-REx D1 cells, calcium flux, agonist mode | 1% of 360,000 active | D(1A) dopamine receptor (Homo sapiens), P21728 | AID 504660, 2011 | activation, % at 2 µM; in the data active means activation above about 30%; further: 0% is about no effect
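Inducible HEK293 T-REx D1 cells, force-coupled to calcium signalling, were plated at 4000 cells/well with tetracycline and held overnight at 30 C. After no-wash calcium dye loading, compound-evoked calcium rise over 180 s flagged agonists.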
TRHR PAM: qHTS for Small Molecule Agonists and Allosteric Enhancers of Human TRH Receptor: Primary Screen for Enhancers | TRHR cells, fluo-8 calcium fluorescence, EC20 TRH enhancement | Thyrotropin-releasing hormone receptor (Homo sapiens), P34981 | enhancement, % at 2 µM | 0.66% of 360,000 active; in the data active means enhancement above about 30%; further: 0% is about no effect
Target sequence (P34981 whole entry, looked up): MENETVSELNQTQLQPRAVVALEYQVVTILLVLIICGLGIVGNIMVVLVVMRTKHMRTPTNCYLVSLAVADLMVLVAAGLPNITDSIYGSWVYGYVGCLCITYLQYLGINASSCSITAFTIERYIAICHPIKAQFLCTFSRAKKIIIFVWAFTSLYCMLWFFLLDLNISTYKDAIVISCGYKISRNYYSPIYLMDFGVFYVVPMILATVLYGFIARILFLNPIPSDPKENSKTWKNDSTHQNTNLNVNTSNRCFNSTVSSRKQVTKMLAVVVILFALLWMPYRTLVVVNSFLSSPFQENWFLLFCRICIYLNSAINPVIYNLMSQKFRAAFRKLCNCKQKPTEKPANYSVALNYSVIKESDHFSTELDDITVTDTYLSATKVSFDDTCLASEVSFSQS
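Enhancer read-out: after compound pinning and an initial kinetic agonist-mode read, an EC20 of TRH (10 nM final) was injected and fluo-8 calcium signal (Ex 480/Em 530) followed at 1 s/cycle for 100 cycles in TRHR-expressing cells.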
D1 PAM: Potentiators of Human D1 Dopamine Receptor: qHTS | AID 504651, 2011 | HEK293 TREx D1 cells, calcium flux, dopamine EC20 potentiation | 0.036% of 360,000 active | potentiation, % at 10 µM; in the data active means potentiation above about 30%; further: 0% is about no effect
RXFP1 antagonist: qHTS Assay for Antagonists of the Relaxin Receptor RXFP1; Relaxin receptor 1 (Homo sapiens), Q9HBX9; HEK293-RXFP1, relaxin-stimulated cAMP HTRF, 30 min; active compounds read low; activity change, negative = inhibition, % at 57.5 µM; 0.59% of 350,000 active; AID 1259400, 2018;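 active means activity change of -60% or lower, but not beyond a set lower limit; inconclusive means change between -60% and -40%, or beyond the set limit; inactive means change above -40%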; further: on the % scale 0 is the no-effect control and ±100 the full control effect
D2 PAM: HTS Assay for Positive Allosteric Modulators of the Human D2 Dopamine Receptor: Primary Screen for Potentiators; potentiation, % at 10 µM; HEK293 T-REx D2, calcium flux, EC20 dopamine potentiation; AID 485347, 2010; 0.34% of 340,000 active;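 active means potentiation over 3 SD above the plate norm, cut at about 30% in these data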; further: 0% is about no effect
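Cells plated with tetracycline inducer and held overnight at 30 C; calcium dye loaded 30–90 min at room temperature; baseline taken, compound added and read 180 s; EC20 dopamine then added and read 180 s.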
RXFP1 ag: qHTS Assay for Agonists of the Relaxin Receptor RXFP1 | Relaxin receptor 1 (Homo sapiens), Q9HBX9 | HEK293T-RXFP1 cAMP TR-FRET, 30 min; response scale: percent of porcine relaxin response, buffer zero | Potency, µM (top dose mostly 57.5 µM), for inactives: at the highest dose activation, actives largely listed as activators | 0.3% of 370,000 active | AID 2676, 2010; further: potency means the concentration at half of the fitted maximal effect; on the % scale 0 is the no-effect control and ±100 the full control effect; nearly all actives have a fitted effect of over 60% in size; many of its hits are not listed in these tables
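HEK293T cells stably expressing RXFP1 were pretreated with the PDE4 inhibitor Ro 20174, exposed to compounds for 30 min at 37C, lysed, and cAMP was read by TR-FRET. Data normalized to buffer (basal) and 29 nM porcine relaxin (100%).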
Apoferritin bind: qHTS Assay for Identification of Novel General Anesthetics; Ferritin light chain (Equus caballus), P02791; AID 485281, 2010; apoferritin/1-aminoanthracene competitive binding, fluorescence; Potency, µM (highest dose often 77.5 µM), inactives show top-dose activity change, negative = displacement, actives largely listed as inhibitors; 0.074% of 350,000 active; further: potency means the concentration at half of the fitted maximal effect; on the % scale 0 is the no-effect control and ±100 the full control effect; nearly all actives have a fitted effect of over 20% in size
Target sequence (P02791 2-175 limits assumed): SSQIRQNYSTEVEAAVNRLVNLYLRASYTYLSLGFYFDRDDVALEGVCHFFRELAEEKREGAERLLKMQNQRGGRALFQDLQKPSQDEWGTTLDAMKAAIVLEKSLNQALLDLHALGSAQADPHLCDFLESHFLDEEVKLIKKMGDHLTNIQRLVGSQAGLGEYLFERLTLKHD
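10 uM apoferritin + 50% sat. 1-AMA, PBS; cpd 10 min RT; Ex380/Em535 endpoint; normalized to free probe vs complex; 4-param Hill fit; propofol titration as pos. ctrl.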
TRHR agonist: qHTS for Small Molecule Agonists and Allosteric Enhancers of Human TRH Receptor: Primary Screen for Agonists. Thyrotropin-releasing hormone receptor (Homo sapiens), P34981. TRHR cells, calcium flux fluo-8, FDSS agonist mode. activation, % at 2 µM. 0.18% of 360,000 active. AID 493084, 2011; in the data active means activation above about 30%; further: 0% is about no effect
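Fluo-8-loaded TRHR cells; 10 s baseline, compound added, kinetic Ca2+ fluorescence read 1/s, agonist mode.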
Starred values were filed as active, the others as inactive; ? = inconclusive; . = no result given; [ ] = dose if it differs, or a comment. Unless noted, the call rests on the fitted dose curve; in most records, active means well fitted curve in the direction sought with a large enough effect; inconclusive means small, poorly fitted or top-dose-only effect, or another doubt; inactive means no such curve, though single readings can be large; an effect the other way counts as inactive or inconclusive. Only part of the results is shown; rates above refer to the full screens.

entry	molecule	D1 antag	D1 ag	TRHR PAM	D1 PAM	RXFP1 antagonist	D2 PAM	RXFP1 ag	Apoferritin bind	TRHR agonist
1	CCOc1ccc(NC(=O)CC2C(=O)N(c3cccc(OC)c3)C(=O)N2CCOC)cc1 (centres undefined)	-3.6	2.9	5.0	-2.7	5.1	19.7	-1.1%	-7.6%	-0.5
2	COC1Cc2ccccc2N(C(=O)N2CCN(CCO)CC2)c2ccccc21 (centres undefined)	-0.2	-0.2	-4.2	-1.8	-9.1	-3.1	0.2%	-11.6%	1.2
3	COc1ccc(/C=N/NC(=O)Nc2cccc3nsnc23)cc1OC	6.9	-0.3	1.8	-3.0	-1.7	.	2.2%	-4.7%	0.0
4	COC(=O)c1nnn(-c2cccc(C)c2)c1N	15.1	0.5	-0.7	-3.9	.	1.3	1.7%	-5.3%	-0.4
5	O=S1(=O)C[C@@H]2N=C(N/N=C/c3ccccc3)S[C@@H]2C1	12.6	1.6	7.7	1.1	-0.7	0.6	2.0%	-2.5%	0.3
6	O=C(O)CC1CCS(=O)(=O)C1 (centres undefined)	-9.5	2.1	4.0	0.6	-5.6	0.6	1.6%	-6.6%	-0.2
7	O=S(=O)(CCc1nc2ccccc2[nH]1)c1ccc(Cl)cc1	39.5	2.2	-2.7	-3.0	-32.4	-5.7	1.6%	-2.8%	-0.7
8	N/C(=N\OC(=O)c1ccccc1Br)c1ccc([N+](=O)[O-])cc1	-8.1	7.2	-7.8	-4.3	-0.5	1.4	1.0%	4.0%	-0.7
9	Cc1ccccc1SCc1noc(C(=O)NC(C)C)c1C(=O)O	-20.5	9.5	-1.2	1.2	.	8.1	-0.6%	-6.2%	-0.5
10	COc1ccc(N2CCN(C(CNC(=O)CC(C)C)c3ccc4c(c3)OCO4)CC2)cc1 (centres undefined)	7.4	0.0	2.6	0.8	-3.6	-13.0	2.0%	-13.3%	-0.2
11	COc1ccc(-c2ccnc3nc(/N=C/N(C)C)nn23)cc1	3.7	1.4	2.5	-4.9	-16.3	3.5	23.5%	46.9%[activator]	0.1
12	COc1cc2c(cc1OC)CN(C(=O)c1sc(-c3cnccn3)nc1C)CC2	-2.8	3.8	0.0	-4.7	1.0	-1.9	6.0%	0.9%	-0.4
13	O=C(NC(N1CCCC1)C(Cl)(Cl)Cl)c1ccccc1 (centres undefined)	-11.5	1.9	2.6	-2.9	-5.9	1.8	0.0%	-17.2%	-0.2
14	COc1ccc(S(=O)(=O)N2CCOC23CCN(S(=O)(=O)c2ccc(C)cc2)CC3)cc1	-12.2	4.9	-3.6	-4.5	5.6	10.3	0.7%	.	0.1
15	CS(=O)(=O)c1ccc(Cl)c(NC(=O)C2CC(=O)N(c3ccc4c(c3)OCCO4)C2)c1 (centres undefined)	-3.8	2.6	-6.6	1.6	-7.5	-9.1	-0.9%	-12.9%	-1.1
16	COc1cc(OC)c(OC)cc1CN1CCN(c2ccc(F)cc2)CC1	-2.8	4.8	2.9	-14.6	3.9	-20.1	-4.0%	-7.3%	-0.8
17	COc1cc(Cl)c(C)cc1NC(=O)CSc1nnc(-c2cccnc2)n1Cc1ccco1	0.2	0.6	-2.8	-2.9	-6.7	-23.5	2.2%	-16.0%	-2.2
18	CCNC(=O)NC(=O)C(C)Oc1ccc(C(=O)OC)cc1 (centres undefined)	13.8	2.3	2.4	1.2	5.1	-3.6	0.6%	-12.9%	0.2
19	CC1CCC2(CC1)NC(=O)N(CC(=O)Nc1nc(-c3ccc(F)cc3)cs1)C2=O (centres undefined)	5.1	0.2	5.3	-3.2	-0.5	3.5	22.2%	-17.4%	-0.2
20	CCCCOc1ccc(N(CC(=O)NC2CCCCC2)C(=O)CCC(=O)Nc2ccccn2)cc1	-3.9	1.0	18.2	-4.4	-1.9	3.9	0.9%	-8.0%	-0.4
21	COc1ccc(C(=O)NC2CCN(C(=S)Nc3ccccc3C)CC2)cc1	-0.1	0.2	4.6	-5.8	3.0	18.4	1.2%	-2.9%	-0.1
22	O=C(Cn1ccc([N+](=O)[O-])n1)NCc1cccnc1	2.3	0.4	-0.9	2.7	-27.3	-8.2	6.0%	-4.3%	2.5
23	O=C(CC(=O)c1ccccc1)Nc1ccccc1C(F)(F)F	3.9	2.3	-5.5	1.1	1.4	-4.5	-0.6%	-2.7%	-0.8
24	COc1ccc(-c2cc(C(F)(F)F)nc(SCCC(=O)Nc3cccc(OC)c3)n2)cc1	-9.8	10.7	20.6	-7.5	.	-3.3	0.1%	-18.0%	0.1
25	Cc1ccc(C(=O)O)cc1NC(=S)NC(=O)Cc1ccccc1	-10.1	1.4	0.3	-3.0	-0.3	-9.1	0.0%	-4.7%	-0.3

Whole records as entered above. Order of values: D1 antag	D1 ag	TRHR PAM	D1 PAM	RXFP1 antagonist	D2 PAM	RXFP1 ag	Apoferritin bind	TRHR agonist
CS(=O)(=O)c1ccc(Cl)c(NC(=O)C2CC(=O)N(c3ccc4c(c3)OCCO4)C2)c1 (centres undefined) as listed: -3.8	2.6	-6.6	1.6	-7.5	-9.1	-0.9%	-12.9%	-1.1
O=S1(=O)C[C@@H]2N=C(N/N=C/c3ccccc3)S[C@@H]2C1 as listed: 12.6	1.6	7.7	1.1	-0.7	0.6	2.0%	-2.5%	0.3
COc1ccc(C(=O)NC2CCN(C(=S)Nc3ccccc3C)CC2)cc1 as listed: -0.1	0.2	4.6	-5.8	3.0	18.4	1.2%	-2.9%	-0.1

(next part)
entry	molecule	D1 antag	D1 ag	TRHR PAM	D1 PAM	RXFP1 antagonist	D2 PAM	RXFP1 ag	Apoferritin bind	TRHR agonist
26	O=C1/C(=C/Nc2cccc([N+](=O)[O-])c2)CCc2ccccc21	-5.2	-0.2	-2.3	-5.7	-6.0	-19.2	-0.5%	?	-0.5
27	CC(=O)N/N=C\c1cccc(OC/C=C/c2ccccc2)c1	-27.6	2.4	-5.3	6.4	-3.5	12.0	-1.4%	-19.2%	-0.1
28	CCOC(=O)Cn1nnnc1C(CC)N(Cc1ccccc1)Cc1cc2cc(C)ccc2[nH]c1=O (centres undefined)	-2.8	0.6	-0.2	-2.4	-15.0	6.6	2.8%	-4.8%	0.4
29	N#C/C(=C\c1ccc(O)cc1)C(=O)NCC1CCCO1 (centres undefined)	-7.2	2.4	-5.5	-3.4	.	-15.2	-1.4%	-3.5%	0.3
30	Cc1ccc(S(=O)(=O)N2CCN(C(=O)c3cc(-c4cccs4)nn3-c3ccccc3)CC2)cc1	-6.6	2.3	2.4	-4.0	1.3	.	14.1%	.	-0.2
31	O=C(O)CCCC(=O)N1CC(=O)Nc2ccccc21	11.7	1.6	4.6	-5.9	-9.4	1.8	2.1%	-1.9%	0.4
32	CCNc1nc(NCC)n2c(SCC(=O)Nc3ccc(NC(C)=O)cc3)nnc2n1	-28.9	-0.9	-1.0	-8.4	-2.3	-19.2	2.6%	.	-0.2
33	COC(=O)CSc1nc(-c2ccc(C)cc2)c2c(c1C#N)CCCC2	4.4	3.5	-8.0	-2.5	-0.9	8.8	1.7%	-15.8%	0.7
34	CC(=O)C1=C(O)C(=O)N(c2ccc(O)cc2)C1c1ccccc1[N+](=O)[O-] (centres undefined)	47.7	2.3	-4.5	-6.7	3.4	12.0	0.4%	-8.8%	0.9
35	COc1ccc(/C=C(/NC(=O)c2ccco2)C(=O)N2CCCC2=O)cc1	-17.2	1.0	-3.8	4.0	1.6	-0.3	0.4%	-2.7%	0.5
36	COCc1ccc(CN2CCCC(CO)(Cc3cccc(OC)c3)C2)o1 (centres undefined)	-16.4	3.9	0.6	-4.7	-9.8	1.4	-1.7%	3.4%	0.2
37	Cc1cc(F)ccc1S(=O)(=O)N1CCCOC1CNC(=O)C(=O)NCc1ccco1 (centres undefined)	3.6	-1.1	0.3	-1.4	-6.5	-2.7	4.4%	14.9%	0.3
38	COc1ccccc1Cn1c(CNS(=O)(=O)c2cccc([N+](=O)[O-])c2)nc2cccnc21	-12.0	1.6	1.5	2.1	18.3	-0.3	0.1%	-5.5%	-1.5
39	C[C@H]1CCC(=O)N([C@H](CC#N)Cc2ccccc2)CC1	-4.9	1.0	-3.2	-1.8	.	-6.9	0.4%	-13.7%	0.3
40	N=C1S/C(=C\c2ccccc2F)C(=O)N1c1ccc(F)cc1	9.3	1.0	-0.2	-5.5	-5.1	-13.4	0.1%	-5.8%	0.5
41	COc1ccc(-c2nnn(-c3ccc(Cl)cc3Cl)c2N)cc1	-0.5	0.1	-2.1	-3.6	-1.8	7.8	1.4%	-1.7%	-0.3
42	COc1ccc(NC(=O)C(=O)NCCN2CCN(C(=O)c3ccco3)CC2)cc1	24.8	-2.3	-4.8	-1.5	-5.6	-12.9	-1.3%	-3.8%	0.0
43	CC[n+]1c(/C=C/N(C)c2ccccc2)oc2ccc(F)cc21	1.2	1.3	2.4	0.8	-9.7	.	0.4%	-22.9%	-0.5
44	Cc1ccc(-c2nnn(C/C(N)=N/O)n2)cc1	-38.9*	5.8	35.8*	-2.5	6.1	0.5	-0.1%	-10.8%	3.9

Screening results from PubChem.
